# High-throughput results (PubChem BioAssay)
# bCat KO growth = beta-catenin-lacking colon tumor cell growth suppression. HCT116 beta-catenin knockout viability, CellTiter-Glo, 60 h; active compounds read low. viability, % at 10 µM. 140,000 compounds, 1.5% hits. AID 818;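 active = viability at or under a set limit, the compound median less 4 SD, cut at about 6% in these data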;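 note: 0% = Hyamine 1622 control at 20 µM and 100% = untreated cell control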
# Phagocyt inh = macrophage phagocytosis inhibition. J774A.1 macrophage IgG-bead phagocytosis, imaging. inhibition, % at 5 µM. 110,000 compounds, 0.07% hits. AID 1029;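 active = inhibition above the mean of the plate negative controls plus 5 SD, cut at about 13% in these data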;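 note: phagocytic index as fraction of beads internalized from green versus red external bead signal; plate controls were DMSO negative control for no effect and cytochalasin-D positive control for full effect; some results beyond the cut were filed as inactive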
# MRP-1 activ = activates MRP-1. H69AR cells + doxorubicin, viability rescue, CellTiter-Glo. viability increase, % at 10 µM. 140,000 compounds, 0.61% hits;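 active = viability gain under doxorubicin at or above a set limit, the compound median plus 3 SD, cut at about 4.7% in these data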;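 note: MRP-1 overexpressing cells given doxorubicin 25 µM after compound pretreatment; 18-22 h compound pretreatment then 72 h with doxorubicin before readout; 0% = doxorubicin-only wells and 100% = vehicle-treated cells without doxorubicin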
# Yeast growth inh = reduces growth of yeast BB579 in restrictive medium | 140,000 compounds, 0.51% hits | inhibition, % at 10 µM | S. cerevisiae BB579 growth, OD615, 48 h;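 active = inhibition above a set limit, 3 SD over the mean compound inhibition, cut at about 44% in these data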; note: inactives centre near -24
#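 System: DeaD yeast strain BB579; buffer or medium: CSMM-D dextrose restrictive medium; technique: OD at 615 nm; schedule: 4 h cell preincubation, 48 h compound exposure, 30 °C humidified; doses: single 10 µM dose; controls: amphotericin B 10 µg/mL, positive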
# Yeast life ext = yeast lifespan extension; S. cerevisiae growth with nicotinamide, OD615; deaD strain in restrictive glucose medium; 130,000 compounds, 0.68% hits; inhibition of the nicotinamide effect, % at 10 µM; AID 775;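 active = inhibition above a set limit, placed 3 SD over the median of all compounds, cut at about 26% in these data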;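 note: 0% = nicotinamide-treated wells and 100% = cells grown without nicotinamide; some compounds called inactive have numbers as strong as hits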
#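 System: DeaD-strain S. cerevisiae / Buffer or medium: CSMM-D, restrictive glucose (dextrose) synthetic minimal medium / Probe or stimulus: nicotinamide, 1.5 mM, co-present with compound / Compound: one concentration, 10 µM, DMSO 0.25% / Incubation: 48 h compound exposure at 30 °C, humidified / Technique: optical density (absorbance) at 615 nm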
# NPY Y2 blocker = antagonists of human neuropeptide Y receptor Y2; P49146; NPY-Y2 expressing cells, antagonist mode; inhibition, % at 2.7 µM; 140,000 compounds, 0.99% hits; AID 793; in the data active = inhibition above about 17%;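 note: 0% = vehicle with agonist challenge and 100% = reference antagonist with challenge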
# Target sequence (P49146 whole entry, looked up): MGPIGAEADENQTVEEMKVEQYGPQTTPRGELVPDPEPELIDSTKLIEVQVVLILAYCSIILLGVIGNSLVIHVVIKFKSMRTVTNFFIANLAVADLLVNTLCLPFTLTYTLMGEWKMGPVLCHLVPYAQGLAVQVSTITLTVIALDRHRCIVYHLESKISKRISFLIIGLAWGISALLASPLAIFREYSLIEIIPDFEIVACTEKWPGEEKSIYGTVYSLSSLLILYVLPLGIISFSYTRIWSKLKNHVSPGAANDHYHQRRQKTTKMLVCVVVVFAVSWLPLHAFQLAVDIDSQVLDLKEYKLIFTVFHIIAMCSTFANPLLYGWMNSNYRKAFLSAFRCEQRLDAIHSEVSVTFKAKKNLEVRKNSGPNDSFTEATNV
# Measles CPE = protection of cells from measles virus; AID 841; protection (pct of control), % at 4 µM; 140,000 compounds, 1.5% hits; Measles virus-infected cells, CPE protection, absorbance; in the data active = protection mostly above about 24%, no sharp cut-off; inactive = mostly below about 26%; note: some compounds called inactive have numbers as strong as hits
# HCT116 PTEN-null = suppresses growth of cells with PTEN deletion. HCT116 PTEN-null viability, CellTiter-Glo, 60 h; active compounds read low. viability, % at 10 µM. 140,000 compounds, 1.2% hits;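 active = viability at or below a set limit, 4 SD under the median of all tested compounds, cut at about 3.7% in these data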;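 note: PTEN knockout HCT116 line with beta catenin targeted HCT116 as companion control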
# GALR2 antag = antagonists of human galanin receptor 2 (GALR2); O43603; GALR2-expressing cells, antagonist mode; inhibition, % at 4 µM; 140,000 compounds, 0.39% hits; in the data active = inhibition above about 27%;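 note: cells stimulated with galanin 1-16 at roughly its EC80; 0% = agonist challenge control and 100% = basal control without agonist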
# Target sequence (O43603 whole entry, looked up): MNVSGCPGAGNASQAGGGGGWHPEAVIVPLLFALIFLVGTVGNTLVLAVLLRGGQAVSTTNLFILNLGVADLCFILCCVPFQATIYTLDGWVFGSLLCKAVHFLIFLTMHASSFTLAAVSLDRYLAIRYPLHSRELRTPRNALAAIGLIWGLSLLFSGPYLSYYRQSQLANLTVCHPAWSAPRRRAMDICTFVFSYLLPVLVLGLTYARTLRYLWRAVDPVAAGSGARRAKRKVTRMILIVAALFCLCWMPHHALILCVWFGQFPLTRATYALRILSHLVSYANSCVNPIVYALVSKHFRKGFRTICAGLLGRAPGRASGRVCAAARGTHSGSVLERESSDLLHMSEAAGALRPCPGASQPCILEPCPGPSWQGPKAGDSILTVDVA
# E-sel TNF inh = blocks E-selectin expression induced by TNF alpha; HUVEC TNFa-induced E-selectin immunofluorescence, high content; inhibition, % at 2 µM; 120,000 compounds, 0.71% hits; AID 1246;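 active = inhibition above the batch mean plus 3 SD, and confirmed as a hit on visual image review, cut at about 43% in these data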;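 note: 0% = TNF-stimulated DMSO wells and 100% = unstimulated control wells; not every result past the cut was called active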
# Starred values were filed as active, the others as inactive; x = not tested or not shown.
# Start of the data: the first 14 records, ahead of the listing:
SMILES,bCat KO growth,Phagocyt inh,MRP-1 activ,Yeast growth inh,Yeast life ext,NPY Y2 blocker,Measles CPE,HCT116 PTEN-null,GALR2 antag,E-sel TNF inh
COC(=O)c1cnn(C(=O)c2cc(OC)ccc2Br)c1N,107,x,-1.3,-26,-12,1,8,92,1,30
COc1cc(-c2nc(-c3ccc4c(c3)-c3ccccc3S4(=O)=O)c(-c3ccccc3)[nH]2)cc(OC)c1OC,69,1,0.1,-54,-4,1,4,69,26,-31
COc1cccc(C2CC(c3ccccc3C)n3nc(N)nc3N2)c1 (stereo not given),100,-1,-2.6,-10,-8,1,14,109,8,-13
CCc1ccc2oc(=O)cc(CN3CCOCC3)c2c1,96,0,-1.1,-17,-3,1,10,96,11,6
O=C(c1sc2cc([N+](=O)[O-])ccc2c1Cl)N1CCCCC1,76,-5,-0.9,-32,4,2,25,81,-11,-4
Cn1c(=O)c2c(nc(N3CCOCC3)n2CCCNC2=NCCCCC2)n(C)c1=O,99,0,0.8,-42,-3,0,30,114,-11,6
CCCc1nc2ccccc2c(C(=O)OC2CCOC2=O)c1CC (stereo not given),97,0,-1.2,-35,-9,-1,11,101,-5,x
CC(C)Oc1ccc(C(=O)NC(=S)N2CCOCC2)cc1,96,-5,-1.6,-9,4,4,6,95,-7,2
CCOC(=O)C(C)(C)NS(=O)(=O)c1ccc(Cl)c([N+](=O)[O-])c1,60,1,-6.0,-6,-3,-3,16,77,7,-2
CC(=O)c1cccc(NC(=O)CCS(=O)(=O)c2cccc3nsnc23)c1,98,0,-0.5,-65,-11,1,15,106,-3,-5
CCSc1nnc(-c2cccc(S(=O)(=O)N(C)C)c2)n1-c1cc(OC)ccc1OC,91,-1,-1.5,-13,-8,9,x,95,-14,-57
COC(=O)C1=C(C)N=c2s/c(=C/c3cccs3)c(=O)n2C1c1cccs1 (stereo not given),75,x,-0.7,-58,-18,0,4,76,9,16
CC(=O)N/C(=C\c1ccc(F)cc1)C(=O)NC(Cc1c[nH]c2ccccc12)C(=O)O (stereo not given),98,-6,-0.6,9,-4,1,15,103,-8,10
COc1cc(C)c(/C=C(\C#N)C(=O)Nc2ccc(C)cc2)cc1C(C)C,73,-4,0.9,-27,0,6,7,84,-3,12

# The whole of this part, repeating the preview:
SMILES,bCat KO growth,Phagocyt inh,MRP-1 activ,Yeast growth inh,Yeast life ext,NPY Y2 blocker,Measles CPE,HCT116 PTEN-null,GALR2 antag,E-sel TNF inh
COC(=O)c1cnn(C(=O)c2cc(OC)ccc2Br)c1N,107,x,-1.3,-26,-12,1,8,92,1,30
COc1cc(-c2nc(-c3ccc4c(c3)-c3ccccc3S4(=O)=O)c(-c3ccccc3)[nH]2)cc(OC)c1OC,69,1,0.1,-54,-4,1,4,69,26,-31
COc1cccc(C2CC(c3ccccc3C)n3nc(N)nc3N2)c1 (stereo not given),100,-1,-2.6,-10,-8,1,14,109,8,-13
CCc1ccc2oc(=O)cc(CN3CCOCC3)c2c1,96,0,-1.1,-17,-3,1,10,96,11,6
O=C(c1sc2cc([N+](=O)[O-])ccc2c1Cl)N1CCCCC1,76,-5,-0.9,-32,4,2,25,81,-11,-4
Cn1c(=O)c2c(nc(N3CCOCC3)n2CCCNC2=NCCCCC2)n(C)c1=O,99,0,0.8,-42,-3,0,30,114,-11,6
CCCc1nc2ccccc2c(C(=O)OC2CCOC2=O)c1CC (stereo not given),97,0,-1.2,-35,-9,-1,11,101,-5,x
CC(C)Oc1ccc(C(=O)NC(=S)N2CCOCC2)cc1,96,-5,-1.6,-9,4,4,6,95,-7,2
CCOC(=O)C(C)(C)NS(=O)(=O)c1ccc(Cl)c([N+](=O)[O-])c1,60,1,-6.0,-6,-3,-3,16,77,7,-2
CC(=O)c1cccc(NC(=O)CCS(=O)(=O)c2cccc3nsnc23)c1,98,0,-0.5,-65,-11,1,15,106,-3,-5
CCSc1nnc(-c2cccc(S(=O)(=O)N(C)C)c2)n1-c1cc(OC)ccc1OC,91,-1,-1.5,-13,-8,9,x,95,-14,-57
COC(=O)C1=C(C)N=c2s/c(=C/c3cccs3)c(=O)n2C1c1cccs1 (stereo not given),75,x,-0.7,-58,-18,0,4,76,9,16
CC(=O)N/C(=C\c1ccc(F)cc1)C(=O)NC(Cc1c[nH]c2ccccc12)C(=O)O (stereo not given),98,-6,-0.6,9,-4,1,15,103,-8,10
COc1cc(C)c(/C=C(\C#N)C(=O)Nc2ccc(C)cc2)cc1C(C)C,73,-4,0.9,-27,0,6,7,84,-3,12
Cc1ccc(C)c(NC(=O)Cc2ccc(S(=O)(=O)N3CCCCC3)s2)c1,72,x,-2.5,-38,0,-1,26,72,-9,x
C(=N\Nc1nc(N2CCOCC2)nc(N2CCOCC2)n1)/c1ccncc1,97,-14,0.4,-6,1,5,6,95,15,x
Cc1ccc(CSc2ncnc3c2cnn3Cc2ccccc2)cc1,81,-2,0.7,-47,-4,5,4,96,-14,-11
CC(=O)c1ccc(N2CCN(c3ccc(S(=O)(=O)N4CCN(C)CC4)cn3)CC2)cc1,80,-2,-3.6,0,-7,1,2,87,-7,-51
CC(OC(=O)c1nsc(Cl)c1Cl)C(=O)NCc1cccs1 (stereo not given),89,-1,0.7,-21,1,2,1,92,7,7
COC(=O)C1=C(COc2ccc(F)cc2)NC(=O)NC1c1ccc(C)cc1C (stereo not given),74,x,0.4,-8,-17,8,23,62,-19,-3
O=C(COC(=O)c1ccccc1)NCC1CCCO1 (stereo not given),106,2,-0.4,-31,-9,2,26,100,-13,2
O=C(CSc1cc(Cl)ccc1Cl)NCC1CCCO1 (stereo not given),78,0,-3.3,-2,-20,2,2,79,4,1
Cc1cc(NC(=O)CSc2nnc(COc3ccccc3)n2Cc2ccco2)no1,98,0,-0.6,-61,-6,3,14,107,-2,-20
O=C(Nc1ccccc1-c1ccccc1)NC1CC2CCCC(C1)N2CCc1ccccc1 (stereo not given),69,-5,-2.5,-26,3,11,28,71,-6,x
N#Cc1c(N2CCCC(O)C2)nc(N)c2c(N)nc3c(c12)CC(=O)N3C12CC3CC(CC(C3)C1)C2 (stereo not given),13,x,-1.2,-18,-7,-1,7,18,2,x
CCC1(CC)Cc2ccccc2-c2nc(NCCO)[nH]c(=O)c21,82,x,-1.7,-23,x,-1,2,91,-7,-11
COC(=O)C1=C(C)NC(=O)CC1c1ccc(F)c(Br)c1 (stereo not given),94,-1,-3.2,-3,-4,1,4,87,18,12
c1coc(CNc2c3c(nc4ccccc24)CCC3)c1,48,-2,-3.0,-43,2,9,8,34,12,x
CC(=O)Nc1ccc(OC(=O)c2cccs2)cc1,95,-1,-0.1,-32,-17,3,3,92,-15,2
Cc1ccc(C)c(Cn2nnc3c(=O)[nH]c(C4CCCN(C(=O)C5CCCCC5)C4)nc32)c1 (stereo not given),80,-1,-5.6,-31,-7,2,7,89,1,x
O=C(Nc1ccc(Cl)cc1)NC1CCCc2ccccc21 (stereo not given),85,x,-1.6,-81,3,6,7,88,6,-10
O=C(CN1CCCC1)Nc1ccc(NC(=O)Nc2ccccc2Cl)cc1,86,-2,-0.7,-64,-16,2,6,108,-13,-4
COc1ccc(C(=O)N/N=C(/C)c2ccc(N3CCCCC3)cc2)cc1,88,3,-0.5,-41,3,-2,24,89,7,x
O=C(OCC(=O)N1CCc2ccccc21)c1ccccc1,99,0,1.3,-39,-9,5,22,123,-6,-12
O=S(=O)(c1ccc(Cl)cc1)N1CCN(Cc2c[nH]c3ccccc23)CC1,90,0,-1.5,-50,-4,2,1,100,-2,30
CN(C)c1cccc(C(=O)n2cc(C(=O)c3cc(F)ccc3O)cn2)c1,97,0,-0.1,-33,9,3,3,99,-6,-7
CCOC(=O)c1sc(C)c2c(=O)n(CCc3ccccc3)nnc12,89,5,-2.4,-9,-21,3,2,109,-8,-11
O=C(Nc1ccc2nc(-c3ccccc3)[nH]c2c1)c1cccs1,50,1,-2.6,-23,-7,5,1,48,4,5
CCOC(=O)C(NC(C)=O)C(=O)O (stereo not given),88,x,-2.0,-18,-10,2,2,90,5,-29
CCOC(=O)N1CCN(C(=O)C(NC(=O)C2CCC(C)CC2)C(C)C)CC1 (stereo not given),88,-2,-0.8,-15,-2,8,27,88,-1,x
CSc1ccccc1NC(=O)CN(c1cc(C)cc(C)c1)S(C)(=O)=O,100,0,-1.8,-35,-3,6,7,94,14,-4
c1coc(-c2nc3c4c5c(sc4ncn3n2)CCCC5)c1,98,6,-0.8,-63,-13,6,17,93,-4,2
N#C/C=C\Oc1ccc(Cl)cc1N,66,0,-5.0,29,-9,0,6,79,7,8
CCOc1ccc(NC(=O)COC(=O)C23CC4CC(CC(C4)C2)C3)c([N+](=O)[O-])c1,75,x,-0.9,-26,13,1,8,79,-8,95*
Cc1ccc(-c2nc3ccccn3c2NC(=O)c2ccco2)cc1,90,x,-2.6,-4,x,2,8,86,4,-2
CCOC(=O)c1cnc(SC2CC(=O)N(c3cccc(OC)c3)C2=O)nc1N (stereo not given),97,0,1.4,-18,3,4,29,97,3,x
CCN(CC)C(=S)SCC(=O)Nc1ccc(F)cc1,71,2,3.0,-6,-20,7,-3,74,-4,21
O=C(NC1CCS(=O)(=O)C1)c1cnccn1 (stereo not given),97,0,-2.0,-2,-3,0,1,93,2,-12
CCOc1ccc2nc(C)cc(Nc3ccc(N4CCOCC4)cc3)c2c1,68,x,-3.2,-10,9,2,18,60,19,-13
CCOC(=O)CNC(c1ccccc1)c1cc(Br)ccc1NC(=O)OCC (stereo not given),73,x,-0.4,-52,1,8,3,79,-12,-39
O=C(CS(=O)(=O)Cc1ccccc1)N1CCN(C(=O)c2ccco2)CC1,102,-1,-0.3,-39,-3,2,6,100,2,14
O=C1CCN(C(=O)Nc2cccc(Cl)c2)N1,101,0,-1.5,7,-4,2,14,94,1,23
O=C(COc1cccc(C(F)(F)F)c1)Nc1ccc(S(=O)(=O)N2CCCC2)cc1,85,-3,-1.1,-33,-2,-2,5,84,-9,1
Cc1ccc(NC(=O)c2ccc(N3C(=O)C4CC=C(Cl)CC4C3=O)cc2)cc1 (stereo not given),103,-2,-1.0,-57,1,-2,2,105,8,x
CC(C)CCN1C(=O)CCC1(C)C(=O)NC1CCCCCCC1 (stereo not given),90,0,0.5,-10,-12,6,4,112,-13,-11
Cc1nnc(SCCc2ccccc2)[nH]c1=O,105,-1,0.8,-33,0,5,34,102,5,-3
